Screens (PubChem)
D2 potentiator: HTS Assay for Positive Allosteric Modulators of the Human D2 Dopamine Receptor: Primary Screen for Potentiators; D(2) dopamine receptor (Homo sapiens), P14416; HEK293 T-REx D2, calcium flux, EC20 dopamine potentiation; potentiation, % at 10 µM; 340,000 tested, 0.34% active; AID 485347, 2010;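 active = potentiation over 3 SD above the plate norm, cut at about 30% in these data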; also: 0% is about no effect
Target sequence (P14416 whole entry, looked up): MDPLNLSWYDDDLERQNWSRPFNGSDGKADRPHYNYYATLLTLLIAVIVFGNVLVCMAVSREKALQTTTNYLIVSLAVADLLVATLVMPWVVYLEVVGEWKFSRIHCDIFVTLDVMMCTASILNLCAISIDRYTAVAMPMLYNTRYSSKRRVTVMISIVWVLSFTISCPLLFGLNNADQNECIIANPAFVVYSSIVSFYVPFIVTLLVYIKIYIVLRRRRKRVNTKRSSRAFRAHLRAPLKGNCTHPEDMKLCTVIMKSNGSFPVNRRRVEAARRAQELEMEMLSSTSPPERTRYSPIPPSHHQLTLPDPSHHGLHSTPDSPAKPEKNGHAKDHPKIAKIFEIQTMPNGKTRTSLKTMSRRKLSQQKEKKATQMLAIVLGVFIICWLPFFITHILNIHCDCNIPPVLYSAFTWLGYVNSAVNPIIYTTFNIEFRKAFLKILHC
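Potentiation of an EC20 dopamine calcium response measured kinetically over 180 s, after a preceding 180 s compound-only read flagging agonists. Cells: inducible Hek293 Trex D2 line, 4000/well, cultured overnight at 30 C before dye loading.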
TRHR enhancer: qHTS for Small Molecule Agonists and Allosteric Enhancers of Human TRH Receptor: Primary Screen for Enhancers; Thyrotropin-releasing hormone receptor (Homo sapiens), P34981; enhancement, % at 2 µM; TRHR cells, fluo-8 calcium fluorescence, EC20 TRH enhancement; AID 493056, 2011; 360,000 tested, 0.66% active; in the data active = enhancement above about 30%; also: 0% is about no effect
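Enhancer read-out: after compound pinning and an initial kinetic agonist-mode read, an EC20 of TRH (10 nM final) was injected and fluo-8 calcium signal (Ex 480/Em 530) followed at 1 s/cycle for 100 cycles in TRHR-expressing cells.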
D2 ag: HTS Assay for Allosteric Agonists of the Human D2 Dopamine Receptor: Primary Screen for Agonists; D(2) dopamine receptor (Homo sapiens), P14416; HEK293 T-REx D2 cells, calcium flux agonist mode; activation, % at 2 µM; 340,000 tested, 0.53% active; AID 485358, 2010;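 active = activation over 3 SD above normal in the single-dose calcium agonist read, cut at about 30% in these data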; also: 0% is about no effect
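Tetracycline-induced HEK293 T-REx cells with force-coupled D2 receptor, plated overnight at 30 C, loaded with no-wash calcium dye. After a 10 s baseline, compound was pin-added and calcium flux read kinetically for 180 s; calcium rises flagged agonists.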
D1 PAM: Potentiators of Human D1 Dopamine Receptor: qHTS. HEK293 TREx D1 cells, calcium flux, dopamine EC20 potentiation. potentiation, % at 10 µM. 360,000 tested, 0.036% active. AID 504651, 2011; in the data active = potentiation above about 30%; also: 0% is about no effect
Target sequence (P21728 whole entry, looked up): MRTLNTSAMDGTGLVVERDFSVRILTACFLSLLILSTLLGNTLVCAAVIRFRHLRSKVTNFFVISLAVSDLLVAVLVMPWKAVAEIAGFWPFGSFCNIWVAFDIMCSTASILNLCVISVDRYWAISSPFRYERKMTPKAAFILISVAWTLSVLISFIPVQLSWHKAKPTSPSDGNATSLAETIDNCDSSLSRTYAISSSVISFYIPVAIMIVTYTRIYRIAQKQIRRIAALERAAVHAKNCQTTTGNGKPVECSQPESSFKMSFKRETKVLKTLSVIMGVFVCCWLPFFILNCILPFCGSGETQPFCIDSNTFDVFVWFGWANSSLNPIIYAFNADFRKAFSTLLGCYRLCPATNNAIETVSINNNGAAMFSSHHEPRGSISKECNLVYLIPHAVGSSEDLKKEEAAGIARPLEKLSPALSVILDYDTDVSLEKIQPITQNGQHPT
RXFP1 agonist: qHTS Assay for Agonists of the Relaxin Receptor RXFP1. 370,000 tested, 0.3% active. HEK293T-RXFP1 cAMP TR-FRET, 30 min; response scale: percent of porcine relaxin response, buffer zero. Relaxin receptor 1 (Homo sapiens), Q9HBX9. Potency, µM (series often up to 57.5 µM), inactives show top-dose activation, usual class: activators; active = well fitted activation curve with a large enough effect; inconclusive = small, poorly fitted or top-dose-only effect; also: potency is read from the fitted curve at half-maximal effect; % is scaled to controls: 0 for no effect and ±100 for the full control effect; nearly all actives have a fitted effect of over 60% in size; many of its hits are not listed in these tables
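HEK293 cells stably expressing RXFP1, treated 30 min at 37C with compounds plus PDE4 inhibitor Ro 20174; cAMP measured by HTRF TR-FRET. Normalized to buffer and 29 nM porcine relaxin; EC50 by Hill fit.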
D2 antag: HTS Assay for Allosteric Antagonists of the Human D2 Dopamine Receptor: Primary Screen for Antagonists; D(2) dopamine receptor (Homo sapiens), P14416; HEK293 TREx D2 cells, calcium flux, dopamine EC80; inhibition, % at 10 µM; 340,000 tested, 2% active; AID 485344, 2010; in the data active = inhibition above about 30%; also: 0% is about no effect
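Dopamine at EC80 is the agonist stimulus; test compounds precede it by 180 s. Calcium flux read kinetically in a force-coupled, inducible HEK293 T-REx D2 cell line.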
D1 ag: Allosteric Agonists of the Human D1 Dopamine Receptor: qHTS; D(1A) dopamine receptor (Homo sapiens), P21728; HEK293 T-REx D1 cells, calcium flux, agonist mode; activation, % at 2 µM; 360,000 tested, 1% active; in the data active = activation above about 30%; also: 0% is about no effect
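Tetracycline-induced HEK293 TREx D1 cells, force-coupled to calcium signalling, were dye-loaded with a no-wash calcium kit. Compound was pin-added after a 10 s baseline. Fluorescence was read kinetically at 1 cycle/s for 180 s, with calcium rises flagged as agonism.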
D1 antag: Antagonist of Human D 1 Dopamine Receptor: qHTS; D(1A) dopamine receptor (Homo sapiens), P21728; HEK293 TREx D1 cells, calcium flux, dopamine EC80; active compounds read low; activity change, negative = inhibition, % at 10 µM; 360,000 tested, 3.2% active; in the data active = activity change below about -30%; also: % is scaled to controls: 0 for no effect and ±100 for the full control effect
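Antagonism measured as reduced calcium response to an EC80 dopamine addition following 180 s compound pre-read; cells were inducible HEK293 Trex D1 plated overnight at 30 C, read kinetically at 1 cycle/sec.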
RXFP1 antagonist: qHTS Assay for Antagonists of the Relaxin Receptor RXFP1; 350,000 tested, 0.59% active; HEK293-RXFP1, relaxin-stimulated cAMP HTRF, 30 min; active compounds read low; activity change, negative = inhibition, % at 57.5 µM;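 active = activity change of -60% or lower, but not beyond a set lower limit; inconclusive = change between -60% and -40%, or beyond the set limit; inactive = change above -40%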; also: % is scaled to controls: 0 for no effect and ±100 for the full control effect
An asterisk follows results filed as active; ? = inconclusive; · = no result given. Some of the compounds tested. The share of hits here may be higher or lower than overall.

Structure	D1 antag	RXFP1 antagonist	D1 PAM	D2 antag	RXFP1 agonist	TRHR enhancer	D2 ag	D1 ag	D2 potentiator
NC(=O)c1ccsc1NC(=O)CSc1ccccc1F	2.1	-9.1	-5.3	-1.3	0.4%	2.0	0.8	2.9	11.6
O=C(/C=C/c1ccccc1)NC(=S)NNC(=O)c1ccco1	-3.1	-22.3	6.3	·	0.0%	12.7	·	-2.5	·
Cc1ccc2nc(-c3ccc(N4C(=O)CC(N5CCCC(C)C5)C4=O)cc3)sc2c1 (configuration not stated)	2.1	·	-5.2	·	0.3%	8.3	·	2.4	·
CCC(C)c1ccccc1N1CC(C(=O)Nc2ccccc2N2CCCC2)CC1=O (configuration not stated)	-6.6	-15.2	0.6	-14.5	-0.9%	-6.4	0.8	2.4	-5.7
Cc1ccc(-n2nc3c(N4CCCC(C(=O)NCc5ccc(Cl)cc5)C4)nnc(C)c3c2C)cc1 (configuration not stated)	18.4	-9.5	0.7	·	9.3%	-1.0	-0.2	1.8	4.8
Cc1ccc(SCC(=O)NCc2cccnc2)cc1	-1.2	-2.0	5.3	2.0	1.3%	-0.9	0.4	2.9	-6.4
Nc1nc(N)nc(-c2ccc(Cl)c(Cl)c2)n1	·	·	0.2	-9.2	5.6%	10.9	1.5	2.4	-6.2
O=C1/C(=C\c2ccc(O)c(O)c2)SC(=S)N1Cc1ccccc1	-4.1	-24.5	4.8	0.6	0.7%	-1.6	-0.5	77.5*	9.5
CCOc1ccccc1N(CC(=O)NC1CCCCC1)C(=O)CCC(=O)Nc1nccs1	-0.5	-11.2	·	-18.9	4.4%	2.6	2.5	3.6	-2.4
Cc1cc(C(=O)NCC(=O)OCC(=O)N(C2CCCCC2)C2CCCCC2)ccc1[N+](=O)[O-]	-5.5	11.1	1.5	-3.7	0.9%	-2.8	-0.5	-0.2	1.6
COCCCNC(=O)c1cccs1	8.8	-7.8	-4.2	-14.7	0.0%	-5.4	0.9	-0.5	1.0
CCOc1ccc(CCNC(=O)c2nn(C)c3c2CSc2ccccc2-3)cc1	-3.4	3.1	-1.1	·	-5.2%	3.0	-0.1	1.6	-0.4

3 of these compounds, set out differently.
Below each compound – D1 antag	RXFP1 antagonist	D1 PAM	D2 antag	RXFP1 agonist	TRHR enhancer	D2 ag	D1 ag	D2 potentiator
CCC(C)c1ccccc1N1CC(C(=O)Nc2ccccc2N2CCCC2)CC1=O (configuration not stated)
  -6.6	-15.2	0.6	-14.5	-0.9%	-6.4	0.8	2.4	-5.7
Cc1ccc(-n2nc3c(N4CCCC(C(=O)NCc5ccc(Cl)cc5)C4)nnc(C)c3c2C)cc1 (configuration not stated)
  18.4	-9.5	0.7	·	9.3%	-1.0	-0.2	1.8	4.8
Cc1cc(C(=O)NCC(=O)OCC(=O)N(C2CCCCC2)C2CCCCC2)ccc1[N+](=O)[O-]
  -5.5	11.1	1.5	-3.7	0.9%	-2.8	-0.5	-0.2	1.6

Following part
Structure	D1 antag	RXFP1 antagonist	D1 PAM	D2 antag	RXFP1 agonist	TRHR enhancer	D2 ag	D1 ag	D2 potentiator
Cc1nc2cc(-c3cccs3)nn2c(NCC(C)(C)CN(C)C)c1C	-10.5	-8.5	-3.1	-10.6	-2.7%	-1.0	0.3	0.4	-7.4
CC1CN(C(=O)CN(C)S(=O)(=O)c2ccc3ccccc3c2)CC(C)O1 (configuration not stated)	9.0	4.7	-6.0	15.8	4.6%	20.1	-0.5	4.8	0.8
CCOc1ccc(NC(=O)c2ccccc2OC)cc1	-13.3	-3.2	40.8*	2.2	-0.9%	-2.8	-0.8	-0.4	-3.0
c1cc2cc(-c3c(-c4ccc5c(c4)OCO5)noc3-c3ccsc3)ccc2[nH]1	-7.5	·	-7.6	7.7	-1.0%	-5.1	0.1	0.2	-0.3
COc1cc(-n2c(=O)c3ccccc3n(Cc3cccc(C)c3)c2=O)cc(OC)c1OC	2.8	5.7	-5.0	-15.5	4.9%	-2.6	-0.3	1.6	-1.2
COC(=O)CCNC(=O)Cc1ccc(S(=O)(=O)N2CCCCC2)s1	9.4	-15.5	8.3	0.5	0.5%	1.1	0.8	2.8	-1.6
C/C(=N\NC(=O)Cn1cnc2ccccc21)c1cccs1	-5.3	-4.5	1.6	7.5	-1.9%	-6.0	1.2	2.0	7.6
Cc1ccc(N2CCN(CC3CC=CCC3)CC2)cc1 (configuration not stated)	-24.0	-24.1	-10.6	36.5*	-0.6%	0.5	0.2	0.7	-16.3
CCOc1ccc(NC(=O)CN2CCN(CC(=O)Nc3ccccc3OC)CC2)cc1	-18.6	1.2	-3.2	-5.1	-0.8%	0.0	-1.5	0.9	4.5
O=C(C(Cc1ccccc1)N1C(=O)c2ccccc2C1=O)N1CCc2ccccc21 (configuration not stated)	4.4	10.0	-1.1	1.4	1.7%	-4.8	0.1	0.6	21.5
CCn1c(SCc2ccccc2)nnc1-c1cccnc1	-8.9	-14.5	3.1	0.2	0.5%	-4.0	1.2	0.3	2.7
CC(C)(CNC(=O)c1ccc(NS(=O)(=O)c2ccc(F)c(F)c2)cc1)N1CCOCC1	-6.1	-16.0	-0.1	-16.0	1.5%	7.5	-0.2	4.3	2.5
CN(C)N=Nc1ccc(S(=O)(=O)/N=C(\O)c2ccccc2)cc1	-0.2	-11.0	-3.9	1.0	7.0%	4.8	0.5	1.3	2.5
COc1ccc(NS(=O)(=O)c2ccc(OC)c(NC(=O)CNC(=O)c3ccc(OC)cc3)c2)cc1	-4.8	0.2	-7.5	3.1	1.8%	-3.7	1.0	2.2	-6.3
COc1ccccc1C(=O)NC(=O)CSc1nc(C)cs1	2.6	1.5	0.9	-4.0	-0.1%	9.2	-0.1	1.3	-6.3
O=[N+]([O-])c1cc2c(cc1CN1CCN(c3ccc(F)cc3)CC1)OCO2	2.5	-4.3	-9.2	-5.1	0.8%	2.3	-0.4	-3.0	8.2
CCc1cccc(C)c1NS(=O)(=O)c1cc2[nH]c(=O)c(=O)[nH]c2cc1C	6.4	1.3	-3.5	·	1.9%	0.3	-1.0	1.6	0.7
O=C(Oc1ccccc1Cl)c1ccc(N2CCOCC2)c([N+](=O)[O-])c1	8.7	-12.9	-7.5	12.5	-0.3%	-1.0	3.9	5.6	-3.7
CC(=O)c1ccc(NC(=O)C[n+]2ccccc2)cc1	-30.5*	10.8	-1.9	8.1	-0.5%	18.4	0.8	1.2	-2.2
CC(C)C(NS(=O)(=O)c1ccc2c(c1)oc(=O)n2C)C(=O)N1CCN(c2cccc(Cl)c2)CC1 (configuration not stated)	5.0	·	-0.7	·	-3.9%	-2.8	-0.9	2.8	6.7
COc1ccccc1-c1nc(C#N)c(NCc2ccc(F)cc2)o1	11.4	-4.3	-5.8	14.8	1.8%	0.9	1.0	-0.1	-8.0
COc1ccc(C2C=C(c3ccccc3)Nc3nc(NC(=O)/C=C/c4ccccc4OC)nn32)cc1 (configuration not stated)	-14.8	-0.5	-1.1	·	-0.3%	2.3	-0.9	0.1	-2.6
Cc1n[nH]c(C)c1S(=O)(=O)N1CCCC(C(=O)NCC2COc3ccccc3O2)C1 (configuration not stated)	4.3	-5.4	0.2	-16.2	1.5%	-5.6	57.1*	0.8	-19.1
O=c1c(-c2ccc3c(c2)OCCO3)c(C(F)(F)F)oc2cc(O)cc(O)c12	-5.1	-23.4	-0.5	8.9	-0.1%	-3.8	2.2	11.9	20.0
COC(=O)c1sccc1NC(=O)c1c(-c2ccccc2)noc1C	2.7	-9.2	-1.2	24.9	-1.2%	-3.5	-1.0	4.5	1.9
CSc1ccc(C(=O)C2CCCN(C(=O)c3cc4cc(F)ccc4[nH]3)C2)cc1 (configuration not stated)	-4.2	-27.9	2.0	-11.0	-0.8%	2.6	0.7	2.7	-2.1
COc1ccc(CNC(=O)CN2C(=O)CSc3ccc(S(=O)(=O)N4CCC(C)CC4)cc32)cc1	9.3	-11.0	0.8	·	0.0%	0.6	0.0	1.1	19.0
COc1ccc(CNC(=O)CSc2nnnn2Cc2ccccc2)cc1	-16.0	9.1	-3.6	-7.1	1.7%	-0.7	-0.9	2.4	2.2
O=C(NC1CCS(=O)(=O)C1)c1cccc(Cl)c1 (configuration not stated)	-7.3	-4.7	3.0	1.6	2.3%	4.1	0.3	1.4	1.6
COCCSc1ccccc1C(=O)NCc1ccco1	-5.7	-2.9	-1.1	-7.4	-0.6%	27.1	-0.6	6.5	9.6
COc1ccccc1NC(=O)C(=O)N/N=C(\C)CC(=O)Nc1ccc(OCc2ccccc2)cc1	-12.3	-5.0	-3.2	-11.7	2.8%	3.1	-0.4	1.3	2.3
COc1ccc(N2CCN(C(=O)COC(=O)CCOc3ccccc3C)CC2)cc1	-14.6	4.2	-5.5	·	-0.1%	-1.2	·	8.1	-8.1
O=C(Nc1ccc(N2CCCC2)c(Cl)c1)c1cccs1	-31.7*	?	-5.6	-3.9	-0.1%	0.0	-1.0	4.0	-4.5
Cc1cc(C)nc(SCC(=O)NC2=NC(=O)C(C)S2)n1 (configuration not stated)	-4.7	18.9	-11.2	-4.4	1.0%	0.4	0.3	2.6	3.7
O=C(CSc1ccc(-c2ccccn2)nn1)NC1CCCCC1	17.7	-11.1	-0.8	5.6	-1.1%	18.1	0.4	0.1	2.8
COc1ccc(S(=O)(=O)N(C)c2ccc(C(=O)NCC3CCCO3)cc2)cc1 (configuration not stated)	-18.0	-4.8	-3.6	-7.1	2.9%	1.3	0.1	2.6	10.1
CC1CCN(C(=O)c2ccc(S(=O)(=O)N3CCOCC3)cc2)CC1	23.8	4.4	-1.4	13.2	0.2%	-5.7	0.3	1.2	-6.4
Clc1ccc2nc(-c3ccc(Br)o3)c(Nc3ccc4c(c3)OCCO4)n2c1	8.8	·	0.8	·	0.5%	1.1	0.3	4.5	-0.8
COc1ccc(OC)c(/C=C/C(=O)OCC(=O)Nc2ccc(Cl)c(S(=O)(=O)N(C)C)c2)c1	-34.6*	-17.5	3.1	-8.0	17.1%	0.0	-3.0	7.4	0.8
